Source: PubChem (Johns Hopkins Ion Channel Center)
KCNQ2 block: KCNQ2 potassium channel inhibitors, primary screen, cell-based, CHO-K1, FluxOR thallium flux, B-score (AID 2156); 20 min; stronger effect = lower value; B-score at 10 µM; 310,000 compounds, 1.1% hits;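 active = fluorescence ratio B-score at most minus 3 library SDs, with starting brightness B-score within 2 library SDs, cut at about -5.5 in these data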
Kir21 block: inhibitors of mouse Kir2.1 inward-rectifier potassium channel | HEK293-Kir2.1, FluxOR thallium flux fluorescence; stronger effect = lower value | B-score at 10 µM | 310,000 compounds, 0.85% hits;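 active = fluorescence ratio B-score at or below minus 3 SD of library scores, with starting-brightness B-score within 2 SD, cut at about -4.2 in these data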;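 also: channel flux triggered by added potassium and thallium sulfate stimulus; B-score of peak minus minimum fluorescence over baseline after thallium stimulus; more negative B-score means stronger Kir2.1 block with less thallium influx; some compounds called inactive have numbers as strong as hits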
Target sequence (P35561 whole entry, looked up): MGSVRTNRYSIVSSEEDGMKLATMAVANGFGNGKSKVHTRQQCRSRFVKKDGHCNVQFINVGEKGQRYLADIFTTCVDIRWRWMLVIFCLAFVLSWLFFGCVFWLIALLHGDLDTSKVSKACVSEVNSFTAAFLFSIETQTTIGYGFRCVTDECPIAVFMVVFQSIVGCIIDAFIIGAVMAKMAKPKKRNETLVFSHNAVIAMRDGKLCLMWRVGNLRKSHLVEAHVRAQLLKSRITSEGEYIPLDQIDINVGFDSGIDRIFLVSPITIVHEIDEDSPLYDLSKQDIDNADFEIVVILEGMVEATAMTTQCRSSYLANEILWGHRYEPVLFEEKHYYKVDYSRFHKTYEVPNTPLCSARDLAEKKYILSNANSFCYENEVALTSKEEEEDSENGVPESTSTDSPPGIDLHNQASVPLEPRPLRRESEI
CHT block: inhibitors of human choline transporter CHT. 310,000 compounds, 0.86% hits. CHT-expressing cells, membrane potential dye, choline response; stronger effect = lower value. AID 488975, 2010. B-score at 10 µM. High affinity choline transporter 1 (Homo sapiens), Q9GZV3;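 active = B-score over 3 SD under the library average, and starting fluorescence ratio not unusually high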;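 also: choline stimulus applied at its EC90 after an EC20 pre-addition; B-score computed on integrated fluorescence ratio after choline addition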
Target sequence (Q9GZV3 whole entry, looked up): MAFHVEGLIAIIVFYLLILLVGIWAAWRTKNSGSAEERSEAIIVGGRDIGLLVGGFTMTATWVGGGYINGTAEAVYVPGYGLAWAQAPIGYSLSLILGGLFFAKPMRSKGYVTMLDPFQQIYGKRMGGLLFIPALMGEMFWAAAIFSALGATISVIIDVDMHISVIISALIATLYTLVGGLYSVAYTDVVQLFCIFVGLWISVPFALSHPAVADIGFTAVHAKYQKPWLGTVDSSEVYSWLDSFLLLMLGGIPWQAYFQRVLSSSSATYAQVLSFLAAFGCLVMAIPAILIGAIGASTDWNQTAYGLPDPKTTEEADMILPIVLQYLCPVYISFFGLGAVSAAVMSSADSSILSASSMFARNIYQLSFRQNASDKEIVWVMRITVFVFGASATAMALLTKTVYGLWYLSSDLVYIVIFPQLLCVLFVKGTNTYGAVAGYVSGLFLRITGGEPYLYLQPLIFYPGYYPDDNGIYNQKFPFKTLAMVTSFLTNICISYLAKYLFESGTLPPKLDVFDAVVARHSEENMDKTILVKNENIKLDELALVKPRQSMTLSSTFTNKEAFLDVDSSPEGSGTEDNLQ
* marks the source's active call; other numbers are inactive results; i = inactive; / = not tested or not shown.

Values run as follows: KCNQ2 block | Kir21 block | CHT block
CCS(=O)(=O)N1N=C(c2cccs2)CC1c1cc2cc(C)ccc2nc1Cl (stereo not given)
→ i | 1.1 | i
O=S(=O)(c1ccccc1)N(CC(O)CN1CCOCC1)c1ccccc1 (stereo not given)
→ i | -0.04 | i
CCc1noc(C)c1C(=O)NC1CC(C)(C)Cc2c1cnn2-c1ccccc1 (stereo not given)
→ i | 0.64 | i
Cc1nn(CCO)c2ncc(C(=O)c3cc(Cl)ccc3O)cc12
→ i | -0.04 | i
COc1ccc(-n2nnc3c(SC(C(C)=O)C(=O)N(C)C)ncnc32)cc1 (stereo not given)
→ i | -1.4 | i
O=[N+]([O-])c1ccc(/C=N\N2CCN(c3ccc(Cl)cc3)CC2)cc1
→ i | 1.2 | i
CCc1cc2ccc(C)c(C)c2nc1SCC(=O)NNC(=O)c1ccco1
→ i | -0.12 | i
O=C(COC(=O)c1ccc2c(c1)OCO2)Nc1ncc(Cl)cc1Cl
→ i | 2.1 | i
COc1cccc(Nc2nc(N)nc(C(F)(F)F)n2)c1
→ i | 0.37 | i
CCOC1=C/C(=C/c2c(N)n3oc(C)cc3nc2=O)C=CC1=O
→ i | 0.52 | i
CN(C)CC1CCCCC1OC(=O)c1ccc(Br)cc1 (stereo not given)
→ i | -1.9 | i
O=C(Cn1ccc2cc(S(=O)(=O)N3CCCC3)ccc21)NCCc1ccccc1
→ i | -1.4 | i
CC(=O)N1CCN(c2ccc(NC(=O)c3ccc(C)cc3)cc2)CC1
→ i | -2.4 | i
CC(C)c1ccc2oc(=O)cc(CN3CCN(c4ccccc4)CC3)c2c1
→ i | -0.89 | i
N=c1n(CCO)c2ccccc2n1CCOc1ccccc1
→ i | -0.64 | i
O=C(CCCN1C(=O)/C(=C/c2ccccc2Cl)SC1=S)Nc1ccccn1
→ i | -0.98 | i
COc1ccccc1NC(=O)COC(=O)/C=C/c1ccc2c(c1)OCO2
→ i | 0.8 | i
Cc1cccc(N2C(=O)CC(N3CCOCC3)C2=O)c1 (stereo not given)
→ i | 0.3 | i
Cc1ccc(NC(=O)CN(C)CC(=O)Nc2ccccc2-c2ccccc2)cc1
→ i | -0.49 | i
O=C(c1cc2cc(Cl)cc(Cl)c2oc1=O)N1CCOCC1
→ i | 1.5 | i
CC(=O)c1ccc(N2CCN(C(=O)Cn3c(=S)[nH]c4ncccc4c3=O)CC2)cc1
→ i | -0.41 | i
Cc1ccc(C)c(OCCn2cc(/C=C(\C#N)C(=O)NCc3cccs3)c3ccccc32)c1
→ i | -3.2 | i
COC(=O)C1C/C(=N\NS(=O)(=O)c2ccc(C)cc2)c2ccccc2C1 (stereo not given)
→ i | 0.05 | i
CCOc1cc(C2/C(=C(/O)c3ccc(S(=O)(=O)N4CCCCC4)cc3)C(=O)C(=O)N2CCOC)ccc1O (stereo not given)
→ i | 0.83 | i
O=[N+]([O-])c1cccc(-c2ccc(/C=N/NC(=S)NCc3ccco3)o2)c1
→ i | -0.97 | i
Cc1ccccc1NC(=O)C1CCCN1C(=O)NC1CCCCC1 (stereo not given)
→ i | 0.27 | i
CCCCCC(=O)NNC(=O)c1ccc(F)cc1
→ i | 0.12 | i
COC(=O)[C@@H]1C[C@@]2(Br)c3ccccc3N(S(=O)(=O)c3ccccc3)[C@H]2N1C(=O)OC
→ i | -0.79 | i
CC(C)C(=O)Nc1cc(C(F)(F)F)ccc1N1CCOCC1
→ i | -1.6 | i
Cc1cccc(C)c1N(CC(O)Cn1c2ccccc2c2ccccc21)S(C)(=O)=O (stereo not given)
→ i | -0.02 | i

Entries listed so far with a CF3 group (2):
Values run as follows: KCNQ2 block | Kir21 block | CHT block
COc1cccc(Nc2nc(N)nc(C(F)(F)F)n2)c1
→ i | 0.37 | i
CC(C)C(=O)Nc1cc(C(F)(F)F)ccc1N1CCOCC1
→ i | -1.6 | i

Carrying on:
Values run as follows: KCNQ2 block | Kir21 block | CHT block
COC(=O)c1ccc(C(=O)OC)c(NC(=O)COC(=O)c2ccc(OC)c(OC)c2OC)c1
→ i | 1.2 | i
COc1cc(NC(=O)Cn2cnc(S(=O)(=O)N3CCCCC3)c2)cc(OC)c1OC
→ i | -0.54 | i
CN(C)S(=O)(=O)c1ccc(C(=O)Nc2nc(-c3ccccc3)c(C(=O)c3ccccc3)s2)cc1
→ i | 0.64 | i
Cc1ccc(C(=O)NCCNC(=O)c2ccc(F)cc2)cn1
→ i | 0.85 | i
O=[N+]([O-])c1ccc(Cl)c(CN2CCC(O)CC2)c1
→ i | -0.15 | i
NNC(=O)Cn1c(-c2ccccc2)cc2ccccc21
→ i | 0.49 | i
CN(C)c1nc(N(C)C)nc(N(C#N)CCOc2ccccc2)n1
→ i | 1.5 | i
Cc1cc(SCC(=O)Nc2ccc(O)cc2)n2nc(C)c(-c3ccccc3)c2n1
→ i | -1.8 | i
Cc1ccc(N(C(C)C(=O)Nc2cccc(N(C)S(C)(=O)=O)c2)S(C)(=O)=O)cc1 (stereo not given)
→ i | 0.88 | i
Cc1ccc(-c2nc(CS(=O)CC(=O)NC3CC3)c(C)o2)cc1 (stereo not given)
→ i | 0.5 | i
COc1ccc(S(=O)(=O)N2CCC(C(=O)Nc3ccccc3C)CC2)c2cccnc12
→ i | -1.6 | i
Cn1c(CCNC(=O)c2ccccc2)nc2cc(NC(=O)C3CCCCC3)ccc21
→ i | 0.49 | i
CCOC(=O)N1CCN(S(=O)(=O)c2cc(Br)cc3c2N(C(=O)C2CC2)CC3)CC1
→ i | 1 | i
Cn1c(CNC(=O)CNC(=O)c2ccccc2F)cc(=O)n(C)c1=O
→ i | 0.98 | i
CCn1cc(C(=O)OCc2cccc(Br)c2)c(=O)c2ccc(C)nc21
→ i | 1.9 | i
O=S(=O)(NC1CC1)c1cccc(S(=O)(=O)N2CCCC2)c1
→ i | 0.01 | i
CC(C)(C)C(=O)N1CCN(C(=O)c2ccco2)CC1
→ i | 1.5 | i
CC(=O)Nc1cccc(NC(=O)CSc2nnc(Cc3cccn3C)n2CCc2ccccc2)c1
→ i | -2.4 | i
COc1ccc2sc(N(CCCN(C)C)C(=O)c3ccc(S(=O)(=O)N(C)Cc4ccccc4)cc3)nc2c1
→ i | 0.2 | i
Cc1c(N=C(N)/N=C(\N)Nc2ccccc2)c(=O)n(-c2ccccc2)n1C
→ i | -0.18 | i
O=C(COC(=O)CNC(=O)c1ccccc1F)Nc1cccnc1Cl
→ i | 1.9 | i
CC(=O)Nc1cccc(C(=O)N(CCc2ccccc2)Cc2ccccc2)c1
→ i | -0.35 | i
Nn1c(SCC(=O)Nc2cccc(S(N)(=O)=O)c2)nnc1C1CC1
→ i | -0.8 | i
COc1cc(CN2CC(=O)N(c3ccccc3Cl)C2=S)cc(OC)c1OC
→ i | 0 | i
CNC(=O)c1[nH]cnc1C(=O)N[C@@H](CC(C)C)C(=O)OC(C)(C)C
→ i | 0.03 | i
COc1cccc(CNCC(=O)N2C(C)CCCC2C)c1 (stereo not given)
→ i | -1.1 | i
COc1ccc(-n2c(C)c(C(C)=O)c(C(C)=O)c2C)cc1OC
→ i | 1.1 | i
Cc1ccc2nc(SCC(=O)Nc3ccccc3F)nc(=O)n2c1
→ i | -1.1 | i
O=c1[nH]c2ccccc2nc1C(Cl)c1ccccc1 (stereo not given)
→ i | -0.06 | i
CCOC(=O)CCCSc1nnc(CCCCCN2C(=O)c3cccc4cccc(c34)C2=O)o1
→ i | -0.96 | i
Cc1cc2c(C)nc(N/N=C/c3ccccc3)nc2o1
→ i | -0.5 | i
O=C(CCl)Nc1ccccc1Sc1ccc(Cl)cc1
→ i | -0.19 | i
CCOC(=O)C1=C(CC)Nc2ccccc2N=C1N
→ i | 0.5 | i
Cn1nc(C(=O)NCC2CCCO2)c2ccccc2c1=O (stereo not given)
→ i | 0.61 | i
O=C(CNC(=O)C1CCCCC1)OCc1cc(=O)oc2ccc3ccccc3c12
→ i | -2.2 | i
CCOc1ccc(C(=O)NC2CCN(CC(=O)NCc3ccccc3)CC2)cc1
→ i | -0.87 | i
CC(=NCc1ccco1)c1c(O)n(C2CCCCC2)c(=O)[nH]c1=O
→ i | 0.01 | i
CC(C)(C)C1CCC(OC(=O)c2ccncc2)CC1 (stereo not given)
→ i | -0.94 | i
COc1ccc(Cl)cc1N(CC(=O)Nc1ccccc1C(=O)N1CCOCC1)S(C)(=O)=O
→ i | 2.1 | i
COc1ccc(C(=O)NCc2nnc(SCC(=O)Nc3nc4ccc(C)cc4s3)o2)cc1OC
→ i | 2.2 | i
O=C1c2ccsc2SCCN1Cc1c(Cl)cccc1Cl
→ -6.7* | -2.2 | i
Cc1onc(-c2ccccc2)c1CNS(=O)(=O)c1ccc(F)cc1F
→ i | -4 | i
Cc1ccc(NC(=O)c2ccc3c(c2)OCCO3)nc1
→ i | 2 | i
CC(C)CNC(=O)c1oc2ccccc2c1COc1ccccc1
→ -6.4* | -2.1 | i
Cc1cc(C)c(S(=O)(=O)N2CCCOC2CNC(=O)C(=O)NCc2cccs2)c(C)c1 (stereo not given)
→ i | -0.24 | i
COC(=O)COc1cc(=O)oc2ccc(NS(=O)(=O)c3ccccc3)cc12
→ i | 1.3 | i
Cc1ccc(NC(=S)NC2CCN(Cc3ccccc3)CC2)cc1
→ i | -1.5 | i
CCC(C)(C)c1ccc(OCCCC[n+]2cccc(C)c2)c(C(C)(C)CC)c1
→ -8.4* | -6.4* | /
CCOc1ccc(-c2nnc3ccc(SCC(=O)Nc4cc(C)on4)nn23)cc1
→ i | -0.54 | i
Cc1ccc(C)c(OCCn2c(=O)c3c(ncn3C3CCCC3)n(Cc3ccccc3)c2=O)c1
→ i | -0.7 | i

The list continues:
Values run as follows: KCNQ2 block | Kir21 block | CHT block
CCOC(=O)N1CCN(C(=O)CN(c2cccc(C)c2)S(=O)(=O)c2ccccc2)CC1
→ i | -0.43 | i
O=C(Nc1cccc(Br)c1)c1cccc(OC(=S)N2CCOCC2)c1
→ i | 0.09 | i
Cc1cccc(-c2nnc(SCc3ccccc3)o2)c1
→ i | 0.49 | i
O=C(O)c1cc(C(F)(F)F)nc2ccccc12
→ i | -0.06 | i
COC(=O)[C@@H](Cc1c[nH]c2ccccc12)NC(=O)CNC(=O)c1ccccc1OC
→ i | 1.5 | i
COc1ccc(CNC(=O)[C@@H]2CC=C[C@@H]3CCN(Cc4ccc(Cl)c(Cl)c4)C(=O)[C@@H]32)cc1
→ i | 0.01 | i
Cc1ccccc1OCCn1cc(/C=C(\C#N)C(=O)NCc2ccco2)c2ccccc21
→ i | 0.31 | i
Cc1cccc(C)c1NC(=O)c1cccc(COc2cc(Cl)ccc2Cl)c1
→ i | 0.03 | i
Cc1ccc(NC(=O)CCC(=O)OC(C(=O)c2ccc(C)c(C)c2)c2ccccc2)c(C)c1 (stereo not given)
→ i | 4.4 | i
O=C(CSc1nnc(-c2cccnc2)n1-c1ccccc1)N1CCN(c2ccc(F)cc2)CC1
→ i | 0.63 | i
COc1cccc(-n2nnc3c(=O)n(CC(=O)N4CCC(Cc5ccccc5)CC4)cnc32)c1
→ i | 0.05 | i
Cc1ccc(S(=O)(=O)N2CCCCC2C(=O)NCc2ccco2)cc1 (stereo not given)
→ i | -1.3 | i
CN(C)c1cccc2c(S(=O)(=O)Nc3ccccn3)cccc12
→ i | -0.25 | i
COC(=O)c1ccccc1NC(=O)C(=O)NCC1CCCO1 (stereo not given)
→ i | 1.9 | i
CCOC1OC(=O)C(Cl)=C1Nc1cc(C)ccc1C (stereo not given)
→ i | -0.58 | i
O=C1C(=O)N(CCO)C(c2ccc(Br)cc2)/C1=C(\O)c1ccccc1 (stereo not given)
→ i | 0.24 | i
CCOC(=O)CN1C(=O)C(Sc2n[nH]c(-c3ccc(O)cc3)n2)CCc2ccccc21 (stereo not given)
→ i | 1.3 | i
Cc1ccc(CS(=O)(=O)CC(C)(O)c2ccc(Cl)cc2)cc1 (stereo not given)
→ i | -0.67 | i
O=C(O)C1Cc2c([nH]c3ccccc23)C(c2ccc3c(c2)OCO3)N1 (stereo not given)
→ i | -1.1 | i
O=C(O)CC1(CC(=O)Nc2ccc3ccccc3n2)CCCCC1
→ i | -0.59 | i
COc1ccccc1-c1nnc(SCC(=O)OC(C)C)o1
→ i | 0 | i
CC(=O)CC1OC(=O)C(Br)=C1NCc1ccccc1 (stereo not given)
→ i | -3.6 | i
CCOC(=O)c1[nH]c(C)c(C(=O)OCC(=O)N(CC)C2CCS(=O)(=O)C2)c1C (stereo not given)
→ i | 0.06 | i
CCN(CCCNC(=O)C1CCCN(S(=O)(=O)CC)C1)c1cccc(C)c1 (stereo not given)
→ i | -1.1 | i
CCOc1ccc(NC(=O)CSc2nccn2Cc2ccco2)cc1
→ i | -0.33 | i

A second format for some results above:
KCNQ2 block	Kir21 block	CHT block	SMILES
i	0.06	i	CCOC(=O)c1[nH]c(C)c(C(=O)OCC(=O)N(CC)C2CCS(=O)(=O)C2)c1C (stereo not given)
i	-1.1	i	CCN(CCCNC(=O)C1CCCN(S(=O)(=O)CC)C1)c1cccc(C)c1 (stereo not given)
i	-0.33	i	CCOc1ccc(NC(=O)CSc2nccn2Cc2ccco2)cc1
